# SKBR3 24h inh: SK-BR-3 proliferation inhibitors, primary screen, cell-based, human, 24 h; SK-BR-3 viability, CellTiter-Glo ATP luminescence; active compounds read low; viability, % at 10 µM; 41,000 compounds, 0.47% hits;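 active means viability at or below the median of all test compounds minus 3 SD, in both replicates if run twice, cut at about 45% in these data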;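 further: 100% = median untreated cell wells and 0% = median positive control drug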
# An asterisk follows results filed as active. Not all compounds are listed (hit frequency here may not be typical).
SMILES,SKBR3 24h inh
CC(=O)c1cccc(S(=O)(=O)N(Cc2cc3cc4c(cc3[nH]c2=O)OCCO4)CC2CCCO2)c1 (stereo not given),85.8
O=C(O)c1cc(-c2cccnc2)nn1-c1ccccn1,100.2
CCc1ccc(N2CC(C(=O)NC3=NCCS3)CC2=O)cc1 (stereo not given),96.5
Cc1cccc(OCc2nnc(SCC(=O)N(C(C)C)C(C)C)n2Cc2ccco2)c1C,89.3
CCc1nnc2n1N=C(c1ccc(-c3ccc(Cl)cc3Cl)o1)CS2,91.1
CCOC(=O)c1sc(NC(=O)CSc2nnnn2-c2ccc(C)c(C)c2)nc1C,95.2
CCCNC(=O)CSc1nnc(-c2ccco2)n1C,94.5
Cn1c(SCC(=O)c2ccc(F)cc2)nnc1-c1ccccc1N,88.9
CCOc1ccc2[nH]c(S(=O)(=O)CC)nc2c1Cl,93.4
CC(=O)c1c(N)[nH]c(-c2ccccc2)nc1=S,96.8
CCN1C(=O)CC(N2CCC(Nc3ccc(OC)cc3)CC2)C1=O (stereo not given),91.8
O=c1[nH][nH]c(=O)c2cc(N3CCCC3)ccc12,75.2
COc1ccc(NC(=O)N2CCn3c2nc2ccccc23)cc1,94.3
C=CCOC(=O)C(C#N)c1nc2ccccc2nc1N1CCC(C(=O)OCC)CC1 (stereo not given),80.8
COC(=O)c1ccc(NC(=O)CN(c2ccc(C)cc2)S(=O)(=O)c2c(C)n[nH]c2C)cc1,80.2
CCCCOc1ncnc2c1[nH]c1ccc(F)cc12,97.4
Cc1c(C(=O)O)c(=S)sn1CCOc1ccccc1,77.8
CN=C(NC)SC1CC(=O)N(c2ccccc2)C1=O (stereo not given),94.7
Cc1ccc(C2CC(=O)Nc3cc4c(cc32)OCCO4)s1 (stereo not given),99.6
O=C(NCc1ccco1)C(c1ccccc1F)N(Cc1cccnc1)C(=O)Cn1nnc2ccccc21 (stereo not given),72.6

# In another format: 3 of the compounds above
Cn1c(SCC(=O)c2ccc(F)cc2)nnc1-c1ccccc1N
  SKBR3 24h inh: 88.9

CCOc1ccc2[nH]c(S(=O)(=O)CC)nc2c1Cl
  SKBR3 24h inh: 93.4

CC(=O)c1c(N)[nH]c(-c2ccccc2)nc1=S
  SKBR3 24h inh: 96.8

# Other structures follow:
SMILES,SKBR3 24h inh
CCOC(=O)C(NCc1ccccn1)(NC(=O)c1cccnc1)C(F)(F)F (stereo not given),94.3
CC1(C)Cc2c(sc3nc4n(c(=N)c23)CCCCC4)CO1,99.5
Cc1ccc2c3c1C1(C(=O)N3C(C)(C)CC2C)C(C#N)=C(N)Oc2cc(O)ccc21 (stereo not given),107.7
CCCOC(=O)c1sc2nc3c(cc2c1N)C(=O)CCC3,93.8
Cc1[nH]c(=O)[nH]c(=O)c1S(=O)(=O)Nc1ccc(Oc2ccccc2)cc1,86.8
OCCOCCn1c2ccccc2c2ccccc21,63.7
COc1cccc(C(=O)Nc2cccc(OC(C)=O)c2)c1,103.1
Cc1nc2cc(C(F)(F)F)ccc2n1C1CCN(CC(=O)N2CCOCC2)CC1,111.4
Brc1ccc(-c2nnc3ccc(N4CCN(c5ccccc5)CC4)nn23)cc1,97.6
CCCc1[nH]nc2c1C(c1ccc(OC)c(Cn3nnc4ccccc43)c1)C(C#N)=C(N)O2 (stereo not given),85.5
O=C(O)C1CCCCN1S(=O)(=O)c1cccc2nsnc12 (stereo not given),90.5
COc1cccc(-n2c(SCC(=O)N3CCOCC3)nc3c([nH]c4ccccc43)c2=O)c1,96.8
O=C(NCc1cccs1)C1CCCN1C(=O)NC1CCCCC1 (stereo not given),97.3
COc1ccc(-n2c(=S)[nH]c3cc(C(=O)NCCCN4CCCC4=O)ccc3c2=O)cc1,107.0
Cc1nn(-c2ccccc2)c2c1/C(=N/O)CC(C)(C)C2,84.4
O=C(Cn1nc(C(F)(F)F)c2c1CCCC2)NCc1ccco1,72.1
COc1ccc(NC2=NC3(CCCCC3)N=C(N)N2)cc1,75.9
Cc1cccc(NC(=O)c2oc3c(c2C)C(=O)CC(C)(C)C3)n1,86.2
COc1ccc(OCCOC(=O)Nc2ccccc2)cc1,115.2
O=S(=O)(NCc1ccccc1Br)c1cccs1,97.6
CSc1nc(N2CCOCC2)c2c3c(sc2n1)CCCC3,87.0
O=C(Cc1ccccc1)Nc1ccc(C(=O)O)cc1,96.3
Nc1nnnn1/N=C/c1cccc(Oc2ccccc2)c1,86.7
CCCOc1cccc(-c2nnc(N)s2)c1,92.4
c1ccc2c(N3CCCC3)nc(-c3ccncc3)nc2c1,81.0
COc1cccc2c1N1C(=O)c3c(C(=O)O)cccc3C1CC2(C)C (stereo not given),100.0
CCC(=NC(C)c1ccccc1)c1c(O)n(C)c(=O)n(C)c1=O (stereo not given),102.0
CCN1CCN(c2nc3ccccc3nc2C(C#N)C(=O)OC2CCCCC2)CC1 (stereo not given),71.0
C=CCn1c(C)cc(C(=O)CSc2nnc(Cc3ccccc3)o2)c1C,79.7
Cc1ccc(CNc2nc3ccccc3n3nnnc23)cc1,78.7
Cc1ccc(N(C(=O)CC2NC(=O)NC2=O)C2(C(=O)NC3CCCC3)CCCCC2)cc1 (stereo not given),103.1
Cc1ccc2c(c1)C1CCCC3C1N2CC(=O)N3Cc1ccccc1 (stereo not given),77.3
Cc1nn(C)c(C)c1S(=O)(=O)NC1CCCc2ccccc21 (stereo not given),94.5
CCOC(=O)Cn1c(=O)n(C2CCCC2)c(=O)c2ccccc21,72.5
COc1ccc(CNc2oc(COc3ccccc3)nc2C#N)cc1,74.8
O=C(Nc1cccnc1)c1ccc(CN2CCc3ccccc3C2)cc1,74.2
COc1ccc(-n2c(=O)c3c4c(sc3n(CC(=O)NCc3ccco3)c2=O)CCC4)c(OC)c1,100.5
COc1ccc(-n2nc3ccc(NS(C)(=O)=O)cc3n2)cc1Cl,98.3
CC1(C)C2CCC1(C)C(OC(=O)CCn1ccnc1)C2 (stereo not given),89.1
COc1ccc(N2CC(C)Cn3c2nc2c3c(=O)n(CCc3ccccc3)c(=O)n2C)cc1 (stereo not given),93.5
O=C(OC1CCOC1=O)c1cncc(Br)c1 (stereo not given),85.2
Cc1ccc(C)n1NC(=O)c1ccc(Cl)cc1Cl,88.3
CNC(=O)C1CC(=O)N(Cc2ccccc2)C(=Nc2ccc(OC)cc2)S1 (stereo not given),102.0
COc1ccc(CCN2C(=O)c3[nH]nc(-c4ccccc4O)c3C2c2cccc(O)c2)cc1OC (stereo not given),82.9
Cc1cc(C)c(C#N)c(N2CCSCC2)n1,90.1
Cc1ccc(Nc2nc(C(=O)NCCCN3CCOCC3)cs2)cc1,77.4
CC(C)CC(NC(=O)OC(C)(C)C)C(=O)NC(C(=O)N1CCCC1C(N)=O)C(C)C (stereo not given),76.1
O=C(CCCC(=O)OCC(F)(F)C(F)F)Nc1nccs1,98.9
Cc1cc(Cn2ccnc2)c(C)cc1Cn1ccnc1,76.8
COc1ccc(-c2c(C#N)c(N)nc3c2CCCC3)cc1OC,102.9
Cc1c(NC(=O)C2CCCNC2=O)c(=O)n(-c2ccccc2)n1C (stereo not given),101.9
CCOc1cccc(NC(=O)C2CC(=O)NC(=Nc3ccccc3)S2)c1 (stereo not given),86.4
Cn1c(-c2ccccc2)c(CCO)c2ccccc21,87.1
c1coc(-c2nc3nc4ccccc4n3nc2-c2ccco2)c1,90.8
CN1CCN(/C(=N\S(=O)(=O)c2ccc(F)cc2)c2ccccc2)CC1,87.9
CN(C)S(=O)(=O)c1ccc(Oc2ccccc2)cc1,121.2
COc1ccc(NC(=O)c2ccco2)c(OC)c1,96.8
Cc1ccc2nc(NC(=O)c3ccc(Cn4cc(Cl)cn4)o3)sc2c1,93.1
CCOc1cccc(-c2nnc3sc(COc4ccc(Cl)cc4)nn23)c1,92.2
Cc1nc2cc(-c3cccc(F)c3)nn2c(N2CCOCC2)c1C,77.6
# Following part:
SMILES,SKBR3 24h inh
Cc1cccc(NC(=O)Nc2cccc(C)n2)n1,105.2
CC1(C)Cc2nc3oc4c(=S)nc[nH]c4c3cc2CO1,94.3
Oc1[nH]c2ccccc2c1/C=N/c1nccs1,96.2
Clc1cc(Br)ccc1OCCn1ccnc1,102.6
Cn1c(SCc2ccccn2)nnc1-c1ccncc1,88.0
CSc1cccc(NC(=O)CN(C)S(=O)(=O)c2ccc(C)cc2)c1,82.8
COc1ccc(S(=O)(=O)N(C)c2ccc(C(=O)N3CCOCC3)cc2)cc1,87.2
C=CCN(CC(=O)NCc1ccc(OC)cc1)C(=O)c1csnn1,103.4
CC(C)N(O)C(=O)NC(C)(C)C,90.9
Cn1c(=O)n(CCc2ccccc2)c(=O)c2c1nc1n2CCCN1c1ccc(F)cc1,69.2
COc1ccc(C2(C(F)(F)F)NC(=O)N(C)C(=O)N2C)cc1 (stereo not given),68.2
COc1ccc(NC(=O)NCCCN2CCCCC2C)cc1 (stereo not given),102.3
CC1CCCC(NC(=O)CCn2c(=O)oc3ccccc32)C1C (stereo not given),92.0
Nc1cc(N)nc(SCc2ccccc2)n1,98.7
COc1ccccc1NC(=O)Nn1cnnc1,81.0
CCOC(=O)c1[nH]c2ccc(Br)cc2c1NC(=O)CCN1CCC(C(=O)OCC)CC1,87.1
Cc1nc(SCC(=O)NCc2ccco2)c2c(C)c(C)sc2n1,73.3
c1ccc(-n2ncc3c(N4CCN(c5ccccn5)CC4)nc(N4CCOCC4)nc32)cc1,90.0
O=C(CN1CCC(c2nc3ccccc3[nH]2)CC1)Nc1ccc2c(c1)OCO2,115.3
O=C(Cc1ccccc1)Nc1nnc(-c2cccs2)s1,95.7

# Three structures out of the list, sorted by heavy-atom count, low to high:
SMILES,SKBR3 24h inh
Cc1cc(Cn2ccnc2)c(C)cc1Cn1ccnc1,76.8
Cc1c(NC(=O)C2CCCNC2=O)c(=O)n(-c2ccccc2)n1C (stereo not given),101.9
O=C(Nc1cccnc1)c1ccc(CN2CCc3ccccc3C2)cc1,74.2

# Next entries:
SMILES,SKBR3 24h inh
COc1ccccc1N1C(=O)CC(Sc2nccc(C)n2)C1=O (stereo not given),84.2
CCCn1cc(NC(=O)c2cc3n(n2)C(C(F)(F)F)CC(c2ccccc2)N3)cn1 (stereo not given),86.4
Cc1onc(-c2c(F)cccc2Cl)c1C(=O)N1CCc2ccccc2C1,81.5
COc1ccc(O)c(/C=c2/sc3nc4cc(C)c(C)cc4n3c2=O)c1,95.1
Cn1c(=O)c2c(nc(SCCN3CCOCC3)n2Cc2cccc3ccccc23)n(C)c1=O,80.1
O=C(COc1ccccc1)N1CCN=C1c1ccccc1,95.5
Nc1ccc(Nc2ccccc2)c(Cl)c1,95.1
CCOC(=O)COc1ccc(S(=O)(=O)NCc2cccnc2)cc1,104.0
O=C(CSc1nnc(C2COc3ccccc3O2)o1)N1CCCc2ccccc21 (stereo not given),74.8
c1ccc(CNc2nc3ccccc3[nH]2)cc1,72.9
CN1CCCCc2c1[nH]c1ccccc1c2=O,96.7
COCCOC(=O)C1=C(C)Nc2nc(C)nn2C1c1ccc(F)cc1 (stereo not given),97.2
COCCCn1c(SCC(=O)Nc2ccc3c(c2)OCCO3)nnc1-c1ccoc1C,109.8
O=c1c(O)c(-c2ccc(O)cc2O)oc2cc(O)cc(O)c12,95.7
O=C(Cn1cnc2ccccc21)NCc1ccccc1,88.9
Cc1c(N(C)C(=O)C23CC4CC(CC(C4)C2)C3)c(=O)n(-c2ccccc2)n1C,82.9
O=C(Nc1ccccn1)c1cccnc1,84.0
O=C(OC(C(=O)NC1CCCC1)c1ccccc1F)c1ccco1 (stereo not given),146.8
COc1ccc2c(c1OC)C(=O)OC2Nc1ccccn1 (stereo not given),96.4
Cc1cc(NC(=O)CCCOc2ccc(Cl)cc2Cl)no1,84.4
CC(C)C(c1nnnn1Cc1ccccc1)N1CCN(Cc2ccco2)CC1 (stereo not given),82.3
O=C(CNS(=O)(=O)c1ccccc1)N1CCN(c2ccccc2)CC1,90.6
N#Cc1c2n(c(=O)[nH]c1=O)CCCCC2,105.6
O=S(=O)(c1cccc(C(F)(F)F)c1)N1CCN(c2nnnn2-c2ccccc2)CC1,95.7
O=C(NCc1n[nH]c(=S)n1-c1ccccc1)c1ccco1,79.6
Cc1cc(=O)oc(C)c1C(=O)Nc1cnc2ccccc2c1,97.5
C=CCn1c(SCC(=O)c2ccccc2)nnc1-c1ccc2c(c1)OCO2,87.6
Cc1cnc(NC(=O)c2ccc3c(c2)C(=O)N(Cc2ccco2)C3=O)s1,99.3
COc1ccc(-c2cc(C(F)(F)F)nc(NC3CCCC3)n2)cc1OC,91.8
COc1cccc2cc(C(=O)NCC3CCCO3)c(=O)oc12 (stereo not given),96.4
CCn1c(COc2ccccc2C)nnc1SCC(=O)Nc1cc(C)on1,82.5
Cn1nc(C(=O)N2CCCC2)c2ccccc2c1=O,100.3
CC(=C/C(=O)O)/C=C/c1cccs1,78.8
CCOC(=O)CCCCC(=O)c1[nH]c(=O)[nH]c1CSc1nc(C)cc(=O)[nH]1,100.8
Cn1nnnc1SCC1=C(C(=O)O)N2C(=O)[C@@H](NC(=O)[C@H](O)c3ccccc3)[C@H]2SC1,95.3
CCN(CC(=O)Nc1c(C(=O)OC)[nH]c2ccc(Cl)cc12)c1ccc2c(c1)OCO2,84.5
CCOc1ccc2[nH]c(=O)c(CN(CCO)C(=O)c3ccc(F)cc3)cc2c1,84.8
CNC(=O)CSCc1c(Cl)cccc1Cl,92.7
CCOc1cc(C2C(C#N)=C(N)OC(C)=C2C(C)=O)cc(Br)c1O (stereo not given),100.9
CCNc1cc2oc(=O)c(CN3CCOCC3)c(C)c2cc1C,99.4
Cc1ccccc1NS(=O)(=O)c1ccc(OCC(=O)NCc2ccco2)cc1,78.2
O=C(CN1CCCC1)Nc1ccc(-c2nc3cc(NC(=O)CN4CCCC4)ccc3o2)cc1,75.3
Cc1cc(N2C(=O)C(O)=C(C(=O)c3ccc(C)o3)C2c2cccs2)no1 (stereo not given),90.8

# Exported as labelled records: part of the list above
structure: Cc1cnc(NC(=O)c2ccc3c(c2)C(=O)N(Cc2ccco2)C3=O)s1
- SKBR3 24h inh: 99.3
structure: COc1ccc(-c2cc(C(F)(F)F)nc(NC3CCCC3)n2)cc1OC
- SKBR3 24h inh: 91.8
structure: COc1cccc2cc(C(=O)NCC3CCCO3)c(=O)oc12 (stereo not given)
- SKBR3 24h inh: 96.4
structure: CCn1c(COc2ccccc2C)nnc1SCC(=O)Nc1cc(C)on1
- SKBR3 24h inh: 82.5

# Compound activity deposited in PubChem BioAssay by SRMLSC.
